L929 necroptosis: blocks zVAD induced death of L929 cells. L929 zVAD necroptosis rescue, ATP luminescence, 24 h; with zVAD 60 µM. viability rescue, % at 10 µM. 0.38% of 220,000 active. AID 1377;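 active = activation, scaled between plate controls, above about 75%, limit read from the data; inactive = activation under that limit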;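 also: 0% = zVAD with DMSO and 100% = DMSO alone without zVAD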
Cl transport mod: KCC2 (human) Cl- transport modulation. Q9H2X9. KCC2 cells, thallium flux FluoZin-2 fluorescence. B-score of Tl+ flux slope (higher = more flux/activation; lower = inhibition) at 10 µM. 2.2% of 190,000 active. AID 1456;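 active = thallium flux slope and its plate-corrected score both differing from the plate sample mean at a set confidence after two filtering rounds, in either direction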;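 also: slope of fluorescence scaled to starting intensity during 10 to 20 s after thallium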
Target sequence (Q9H2X9 whole entry, looked up): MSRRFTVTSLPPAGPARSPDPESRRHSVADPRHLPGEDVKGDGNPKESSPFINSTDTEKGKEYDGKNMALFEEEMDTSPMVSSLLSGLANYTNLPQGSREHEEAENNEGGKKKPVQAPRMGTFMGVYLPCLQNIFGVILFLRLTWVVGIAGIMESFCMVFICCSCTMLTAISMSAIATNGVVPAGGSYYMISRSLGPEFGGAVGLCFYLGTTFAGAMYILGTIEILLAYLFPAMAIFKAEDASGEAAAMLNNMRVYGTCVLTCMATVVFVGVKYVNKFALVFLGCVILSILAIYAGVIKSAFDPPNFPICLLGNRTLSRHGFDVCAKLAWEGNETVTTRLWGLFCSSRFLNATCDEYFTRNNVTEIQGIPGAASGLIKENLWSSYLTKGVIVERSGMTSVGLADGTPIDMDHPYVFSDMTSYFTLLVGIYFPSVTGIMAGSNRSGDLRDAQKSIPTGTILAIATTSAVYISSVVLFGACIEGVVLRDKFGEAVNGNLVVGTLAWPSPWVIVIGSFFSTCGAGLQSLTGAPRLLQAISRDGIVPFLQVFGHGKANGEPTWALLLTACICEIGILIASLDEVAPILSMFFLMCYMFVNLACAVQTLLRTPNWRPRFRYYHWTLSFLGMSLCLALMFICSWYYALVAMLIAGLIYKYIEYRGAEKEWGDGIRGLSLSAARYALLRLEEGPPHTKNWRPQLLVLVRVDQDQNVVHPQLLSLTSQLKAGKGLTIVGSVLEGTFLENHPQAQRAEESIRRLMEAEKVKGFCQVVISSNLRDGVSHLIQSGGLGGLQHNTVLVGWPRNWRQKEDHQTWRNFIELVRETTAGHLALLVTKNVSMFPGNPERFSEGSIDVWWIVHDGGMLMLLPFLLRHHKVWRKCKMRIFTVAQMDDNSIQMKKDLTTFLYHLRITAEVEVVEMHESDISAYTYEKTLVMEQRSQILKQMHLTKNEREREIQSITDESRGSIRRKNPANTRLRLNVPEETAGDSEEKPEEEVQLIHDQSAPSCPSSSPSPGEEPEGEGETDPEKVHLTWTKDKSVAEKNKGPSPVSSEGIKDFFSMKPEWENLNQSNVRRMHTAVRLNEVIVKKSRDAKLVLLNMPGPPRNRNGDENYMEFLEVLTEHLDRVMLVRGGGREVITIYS
Thrombin inh: thrombin (human) inhibition. inhibition, % at 5 µM. 0.26% of 220,000 active. P00734. alpha-thrombin, Boc-VPR-AMC fluorogenic substrate cleavage;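 active = inhibition at or above 40%; inactive = inhibition below 40%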;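 also: 0% = enzyme with no compound and 100% = wells without enzyme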
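Test system: human alpha-thrombin protein / Dosing: one concentration per compound, 5 µM, with 0.2% DMSO / Medium: pH 7.5 Tris-saline with Tween 20 / Benchmarks: no-compound enzyme wells and no-enzyme blanks / Read-out basis: percent inhibition of thrombin substrate cleavage / Timing: reaction at room temperature / Measured by: fluorescence, ex 355 nm, em 460 nm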
FXIa inh 1536: factor XIa (human) inhibition; P03951; 0.14% of 220,000 active; AID 798; purified FXIa, Boc-Glu-Ala-Arg-AMC fluorogenic substrate; inhibition, % at 5 µM;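 active = inhibition of at least 40%; inactive = inhibition below 40%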;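 also: fluorescence of freed AMC excited at 355 nm; 0% = enzyme without compound and 100% = no enzyme blank; many of its hits are not listed in these tables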
TNF death inh: TNF-alpha cell death inhibition in Jurkat FADD-/- cells | Jurkat FADD-/- TNF necroptosis rescue, ATP luminescence, 24 h; 0 = TNF only, 100 = no-TNF cells | activation (protection from cell death), % at 10 µM | 0.068% of 220,000 active;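 active = activation, meaning protection from cell death, of at least 50% relative to plate controls; inactive = activation below 50%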;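 also: necroptosis triggered by 40 ng/mL TNF-alpha added together with compound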
hK5 inh: kallikrein 5 (human) inhibition; Q9Y337; recombinant hK5, fluorogenic AMC substrate cleavage; inhibition, % at 5 µM; 0.59% of 210,000 active; AID 873;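 active = inhibition of 40% or more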;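 also: 0% = enzyme controls without compound and 100% = no-enzyme blanks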
Hck Nef HTS: human Hck-Nef kinase inhibition | P08631 | Recombinant Hck-YEEI plus Nef, Z-Lyte FRET kinase assay | inhibition, % at 20 µM | 0.68% of 220,000 active | AID 463187;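 active = Hck-Nef kinase inhibition above about 50%, limit read from the data; inactive = inhibition below that limit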;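 also: 0% = DMSO with Hck plus Nef and 100% = Hck alone without Nef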
FXIIa inh: inhibitors of human coagulation factor XIIa; purified FXIIa, Boc-QGR-AMC fluorogenic substrate, 2 h; 0.3% of 220,000 active; AID 800; inhibition, % at 5 µM; in the data active = inhibition above about 40%;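 also: 0% = enzyme with no compound and 100% = blank without enzyme; many of its hits are not listed in these tables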
Rad51 HR inh: blocks human Rad51 in homologous recombination; inhibition, % at 10 µM; Q06609; hRad51 DNA strand exchange, fluorescence dequenching; AID 1385; 0.085% of 200,000 active;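 active = inhibition above 40% at the single screening dose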;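 also: 0% = DMSO control wells and 100% = blanks with heterologous ssDNA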
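Read-out basis: percent inhibition relative to plate controls and blanks / Assay system: human Rad51 nucleoprotein filaments preassembled on unlabelled ssDNA / Timing: filaments 15 min 37 °C, then compound 30 min / Control set: per-plate controls and blanks / Technique: fluorescence dequenching at 485/520 nm / Compound: 10 µM final, single point / Also added: Fluorescein- and BHQ1-tagged 47-mer duplex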
Active calls of the source: *; / = no result given; & = joins results of further samples.

canonical_smiles	L929 necroptosis	Cl transport mod	Thrombin inh	FXIa inh 1536	TNF death inh	hK5 inh	Hck Nef HTS	FXIIa inh	Rad51 HR inh
c1ccc(C2[C@H]3CN(CC4CCCCC4)[C@H](c4ccccc4)C34CC2(c2ccccc2)C4)cc1 (stereo partly drawn)	0.2	0.58	-2	3	-1.3	4	29	9	-7
CC(=O)c1c(C)[nH]c(C(=O)COc2ccc(C#N)cc2)c1C	0.2	-0.7	1	3	-0.9	-8	2	19	5
COc1ccccc1Nc1nc(N)nc(CSC(=S)N2CCOCC2)n1	-0.8	0.033	0	4	2.6	2	21	10	/
Cc1cc(C(C)(C)C)cc(C)c1CC1=NCCN1	-1.8	0.41	5	24	1.2	-5	-1	28	-1
C=CCn1c(=O)c2ccccc2n2c(SCc3nnc(-c4ccccc4Br)o3)nnc12	1.6	-0.52	1	1	1.3	0	1	14	-7
CC#CC#Cc1cccc(=O)o1	0.0	-0.22	5	6	-21	5	31	12	/
COc1cc(C)c(CNC2CCCCC2)cc1C	-0.3	0.33	-7	-2	3.0	-16	-1	2	/
CC(OC(=O)Cn1c(C(F)(F)F)nc2ccccc21)C(=O)N1CCCc2ccccc21 (stereo not drawn)	0.1	0.083	3	3	0.1	4	18	11	4

canonical_smiles	L929 necroptosis	Cl transport mod	Thrombin inh	FXIa inh 1536	TNF death inh	hK5 inh	Hck Nef HTS	FXIIa inh	Rad51 HR inh
COc1cccc(OC)c1C(=O)OCC(=O)Nc1ccc(OC(F)(F)F)cc1	0.8	-0.0061	3	1	1.5	-6	9	4	-1
CCc1ccc(C(=O)COC(=O)CNC(=O)c2ccco2)cc1	1.2	0.047	-1	6	0.3	6	-6	10	1
Cc1ccc(N/C=C2\C(=O)N(c3ccc(F)cc3F)C(c3cccnc3)S2(=O)=O)cc1 (stereo not drawn)	-0.5	-0.42	-4	-1	1.4	-2	10	5	12
CC(=O)Nc1c(Cl)cc([N+](=O)[O-])c2ccccc12	0.3	0.85	-5	7	1.9	-14	7	14	11
COc1cc(NC(=O)COC(=O)c2cc(S(=O)(=O)N3CCCCC3)ccc2Cl)c(C)cc1[N+](=O)[O-]	1.2	0.43	-3	3	1.9	-10	-33	9	/
CC(c1ccon1)N(C)C(=O)CCc1nnc(Cc2ccc(-c3ccccc3)cc2)o1 (stereo not drawn)	-0.3	-0.93	-5	-4	0.9	-3	20	5	5
O=C(O)CSc1nc2c(c(C(F)(F)F)n1)CCCC2	0.9&2.1	1.2&0.063	-3&-13	0&-1	0.7&2.8	0&-3	-5&26	0&0	-16&-8
COC(=O)c1[nH]c2ccc(F)cc2c1NS(=O)(=O)c1ccc(OC)cc1OC	0.2	/	-7	-6	0.6	-2	1	-11	-4

canonical_smiles	L929 necroptosis	Cl transport mod	Thrombin inh	FXIa inh 1536	TNF death inh	hK5 inh	Hck Nef HTS	FXIIa inh	Rad51 HR inh
Cc1cccc(C(=O)NC(NCc2ccco2)C(Cl)(Cl)Cl)c1 (stereo not drawn)	-0.1	0.46	0	6	-3.5	16	1	19	-1
Cc1ccc(S(=O)(=O)N2CCN=C2c2ccccc2)cc1C	-1.1	0.025	24	22	-1.6	45*	9	17	-8
COc1cc(CC(=O)Nc2ccccc2N2CCCCC2)cc(OC)c1OC	0.7	-1.1	8	-8	2.5	-4	14	4	5
CC(C)(C)NS(=O)(=O)c1ccc(NC(=O)C(Sc2ccccc2)c2ccccc2)cc1 (stereo not drawn)	1.1	-0.3	5	5	-9.9	16	1	23	-6
CN(C)CCSc1nnc2sc3ccccc3n12	0.0	0.25	-7	-6	0.2	-1	16	8	-2
O=c1c2[nH]c3ccccc3c2ncn1C1CCCCC1	0.8	-2.1	-7	-1	-0.5	-6	1	3	-6
Cn1cc(Br)c(C(=O)n2cc(Br)cn2)n1	0.3	0.63	0	1	0.3	2	18	10	5
NS(=O)(=O)c1ccc(CNC(=S)Nc2ccc(F)c(Cl)c2)cc1	0.1	1.4	-3	0	1.1	/	2	2	17

canonical_smiles	L929 necroptosis	Cl transport mod	Thrombin inh	FXIa inh 1536	TNF death inh	hK5 inh	Hck Nef HTS	FXIIa inh	Rad51 HR inh
CCOC(=O)c1ccccc1NC(=O)CSc1ccc(-c2cccnc2)nn1	0.1	-1.7	-14	-3	-1.0	-5	21	9	4
O=C(O)c1ccc(COCC(F)(F)C(F)F)o1	0.0	-0.27	2	-1	0.2	-9	3	11	5
CC(C)c1ccc2oc(-c3cc(N)ccc3O)nc2c1	4.5	-0.076	-5	-8	-7.7	-7	4	-1	5
CNC(=S)N(CCc1c(C)[nH]c2ccccc12)Cc1ccco1	-0.2	-0.56	/	11	-3.9	3	6	13	-5
CC(C)=CC(=O)Nc1ccc2c(c1)OCO2	0.1	/	2	4	0.0	4	0	16	1
Cc1cc(NC(=O)c2c(F)cccc2F)n(-c2nc3ccccc3[nH]2)n1	-0.2	0.94	-1	2	-11	-41	1	-4	2
CC(C)CCNC(=O)C1CCCN1C(=O)NC1CCCCC1 (stereo not drawn)	-0.8	0.14	1	8	-0.1	-9	7	16	-2
Cc1cc(N2CCOCC2)nc(-c2ccc(Br)cc2)n1	1.0	1.3	0	20	1.5	-36	3	9	25

canonical_smiles	L929 necroptosis	Cl transport mod	Thrombin inh	FXIa inh 1536	TNF death inh	hK5 inh	Hck Nef HTS	FXIIa inh	Rad51 HR inh
c1coc(CN2CCN(C(c3cccs3)c3nnnn3C3CCCC3)CC2)c1 (stereo not drawn)	-0.1	-0.49	2	1	-0.5	-1	0	8	-1
N=c1ccn(Cc2ccc(Cl)c(Cl)c2)cc1	-0.4	/	0	-2	-10	-7	-1	4	/
COc1cc(/C=c2/sc3nc(-c4ccccc4)c(-c4ccccc4)n3c2=O)cc(OC)c1OC	1.8	-1.2	-1	6	2.8	-1	14	4	3
CC(NC(=O)C1CCCN1S(=O)(=O)c1ccc2c(c1)n(C)c(=O)c(=O)n2C)c1ccccc1 (stereo not drawn)	0.8	1.2	-10	2	3.2	2	-13	5	/
COc1ccc(/C=C/C(=O)Nc2cccnc2)cc1OC	2.7	-0.24	-4	-1	0.5	-1	-6	5	6
O=C(/C=C/c1ccco1)NC(=S)Nc1ccccc1N1CCOCC1	-0.1	-0.75	-2	6	-1.8	4	1	5	4
OC12CCCCC1C(c1ccc3c(c1)OCO3)N(Cc1cccc(F)c1)CC2 (stereo not drawn)	-0.2	0.15	-5	-1	-3.9	-10	0	9	-3
Cc1nc2ccccc2cc1C(=O)Nc1ccccc1Cl	1.5	0.11	-13	-5	1.3	0	21	6	4

canonical_smiles	L929 necroptosis	Cl transport mod	Thrombin inh	FXIa inh 1536	TNF death inh	hK5 inh	Hck Nef HTS	FXIIa inh	Rad51 HR inh
COc1ccc(O)c(C(=O)c2coc(=N)c(C(=O)Nc3ccc(SC(F)F)cc3)c2)c1	-0.6	0.091	0	9	-0.9	-19	5	-4	-48
COC(=O)c1[nH]c2cccc(OC)c2c1NC(=O)CCN1CCN(c2cccc(Cl)c2)CC1	-0.2	-0.67	1	5	-9.0	3	2	4	0
C=CCn1c(SCC(=O)NCC2CCCO2)nnc1C1CCCCC1 (stereo not drawn)	-0.1	0.87	-4	-6	-1.7	-5	0	7	3
CCOc1cccc(NC(=O)/C(C#N)=C/c2cccnc2)c1	0.2	2.5	2	1	1.5	6	31	14	14
C=CCn1c(SCc2nc3ccccc3[nH]2)nnc1-c1ccccn1	0.4	-0.15	-3	-5	0.4	0	0	4	2
COc1ccc(CC2(CO)CCN(Cc3c(C)nn(C(C)C)c3C)CC2)cc1	-0.3	1.2	-6	-5	0.7	-4	20	2	18
CCOC(=O)/C(C#N)=C/c1cccc(F)c1	2.3	-0.8	15	1	0.5	3	34	9	8
O=C(CCc1nnc(Cc2c[nH]c3ccccc23)o1)NC1CCCC1	0.7	-0.014	5	-2	0.2	-2	16	3	25

canonical_smiles	L929 necroptosis	Cl transport mod	Thrombin inh	FXIa inh 1536	TNF death inh	hK5 inh	Hck Nef HTS	FXIIa inh	Rad51 HR inh
COc1cc(C2N(c3ccc(F)cc3)C(=O)C3CCCN32)cc(OC)c1OC (stereo not drawn)	0.2	0.74	-10	-8	0.2	-2	4	-1	1
CC(C)C(=O)OC1CCS(=O)(=O)c2sccc21 (stereo not drawn)	0.2	1.7	1	1	-1.1	2	2	14	-6
O=C(c1ccc2c(=O)n3c(nc2c1)CCCCC3)N1CCc2ccccc21	0.6	-2.2	0	1	0.7	3	21	13	-3
COc1ccc(CCn2c(SCCN3CCCCC3)nc3ccccc3c2=O)cc1OC	-2.1	-0.056	-12	-7	7.4	-3	12	5	-4
CN(C)CCSc1nc(-c2ccccc2)nc2c1COC(C)(C)C2	0.9	1	-10	-9	2.9	-16	0	-8	1
CN1c2ccccc2C(C)(C)C12CCCC(=O)N2 (stereo not drawn)	1.2	1.2	-19	18	-0.4	0	1	19	-6
COc1ccc(-n2c(CN3CCC(C(N)=O)CC3)nc3ccc([N+](=O)[O-])cc3c2=O)c(OC)c1	-0.3	-0.3	2	-5	-3.4	3	-4	8	11
COc1ccc(Cc2nnc(SCc3c(C)noc3C)n2C2CCCCC2)cc1OC	-0.8	/	7	8	1.5	-3	-1	18	-2
N/C(=N\NC(=O)c1cccs1)c1cc2cc(Cl)ccc2oc1=O	0.6	0.042	-2	-2	2.2	-7	25	6	16
O=C1CN(C(=O)COC(=O)c2ccc[n+]([O-])c2)c2ccccc2N1	-0.7	1.4	-10	2	0.3	-8	9	3	-2
COc1cc(NC(=O)C2CCCN(c3ncccn3)C2)cc(OC)c1 (stereo not drawn)	0.3	2.3	-4	5	-1.1	-6	1	8	5

Of the compounds above, eleven contain an aryl thioether with sulfur outside any ring.
canonical_smiles	L929 necroptosis	Cl transport mod	Thrombin inh	FXIa inh 1536	TNF death inh	hK5 inh	Hck Nef HTS	FXIIa inh	Rad51 HR inh
C=CCn1c(=O)c2ccccc2n2c(SCc3nnc(-c4ccccc4Br)o3)nnc12	1.6	-0.52	1	1	1.3	0	1	14	-7
O=C(O)CSc1nc2c(c(C(F)(F)F)n1)CCCC2	0.9&2.1	1.2&0.063	-3&-13	0&-1	0.7&2.8	0&-3	-5&26	0&0	-16&-8
CC(C)(C)NS(=O)(=O)c1ccc(NC(=O)C(Sc2ccccc2)c2ccccc2)cc1 (stereo not drawn)	1.1	-0.3	5	5	-9.9	16	1	23	-6
CN(C)CCSc1nnc2sc3ccccc3n12	0.0	0.25	-7	-6	0.2	-1	16	8	-2
CCOC(=O)c1ccccc1NC(=O)CSc1ccc(-c2cccnc2)nn1	0.1	-1.7	-14	-3	-1.0	-5	21	9	4
COc1ccc(O)c(C(=O)c2coc(=N)c(C(=O)Nc3ccc(SC(F)F)cc3)c2)c1	-0.6	0.091	0	9	-0.9	-19	5	-4	-48
C=CCn1c(SCC(=O)NCC2CCCO2)nnc1C1CCCCC1 (stereo not drawn)	-0.1	0.87	-4	-6	-1.7	-5	0	7	3
C=CCn1c(SCc2nc3ccccc3[nH]2)nnc1-c1ccccn1	0.4	-0.15	-3	-5	0.4	0	0	4	2
COc1ccc(CCn2c(SCCN3CCCCC3)nc3ccccc3c2=O)cc1OC	-2.1	-0.056	-12	-7	7.4	-3	12	5	-4
CN(C)CCSc1nc(-c2ccccc2)nc2c1COC(C)(C)C2	0.9	1	-10	-9	2.9	-16	0	-8	1
COc1ccc(Cc2nnc(SCc3c(C)noc3C)n2C2CCCCC2)cc1OC	-0.8	/	7	8	1.5	-3	-1	18	-2

An excerpt; count on the stated rates, not on these rows.
